PG9 binder: PG9 antibody binding by small molecule; TR-FRET gp120-PG9 antibody binding; inhibition, % at 6.7 µM; 0.43% of 360,000 active; AID 624416; in the data active = inhibition above about 8.5%
ADAM17 inh: inhibits human ADAM17 | P78536 | recombinant ADAM17, EDANS/DABCYL FRET peptide cleavage | inhibition, % at 6.95 µM | 0.83% of 370,000 active | AID 720648;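 active = inhibition above the mean of compounds lying between control limits plus 3 SD, set per campaign, cut at about 8.5% in these data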;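 note: 0% = DMSO-only wells as the low control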
Target sequence (P78536 215-824 limits assumed): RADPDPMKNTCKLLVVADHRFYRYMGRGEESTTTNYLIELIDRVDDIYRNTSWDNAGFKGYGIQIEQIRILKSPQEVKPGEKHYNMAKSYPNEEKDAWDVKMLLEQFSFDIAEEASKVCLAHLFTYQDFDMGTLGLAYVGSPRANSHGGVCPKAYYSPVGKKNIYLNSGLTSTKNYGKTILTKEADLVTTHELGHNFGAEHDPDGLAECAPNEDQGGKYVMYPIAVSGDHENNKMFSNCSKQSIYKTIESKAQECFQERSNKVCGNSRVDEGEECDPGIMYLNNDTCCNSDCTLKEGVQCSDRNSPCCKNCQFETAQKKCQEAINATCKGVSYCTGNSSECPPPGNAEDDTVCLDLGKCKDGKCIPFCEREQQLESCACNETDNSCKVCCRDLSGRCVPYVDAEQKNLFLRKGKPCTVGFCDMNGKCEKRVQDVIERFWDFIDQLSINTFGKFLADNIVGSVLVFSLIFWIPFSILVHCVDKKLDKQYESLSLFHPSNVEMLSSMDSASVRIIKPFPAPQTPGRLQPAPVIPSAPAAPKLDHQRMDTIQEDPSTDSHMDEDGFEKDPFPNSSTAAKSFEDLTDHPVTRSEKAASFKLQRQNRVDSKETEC
DAX1 inh-1: NR0B1 (DAX1) inhibition; P51843; HEK293 Gal4-DAX1 luciferase reporter, luminescence; inhibition, % at 6.75 µM; 0.99% of 340,000 active; AID 504766;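 active = inhibition above the mean over all tested compounds plus 3 SD, cut at about 4.2% in these data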;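 note: 0% = DAX1-transfected cells with DMSO and 100% = empty-vector control cells with DMSO; inhibition shows as a rise in luminescence from relieved DAX1 repression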
Target sequence (P51843 207-470 limits assumed): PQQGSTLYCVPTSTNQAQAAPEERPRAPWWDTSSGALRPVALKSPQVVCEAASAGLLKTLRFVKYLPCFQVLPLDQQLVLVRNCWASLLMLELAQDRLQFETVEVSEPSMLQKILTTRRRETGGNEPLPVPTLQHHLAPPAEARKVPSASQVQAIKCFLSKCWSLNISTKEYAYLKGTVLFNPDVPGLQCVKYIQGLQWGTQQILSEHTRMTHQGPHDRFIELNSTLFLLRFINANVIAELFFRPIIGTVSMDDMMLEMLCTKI
FXN GAA850 act: activators of GAA850 frataxin (FXN) promoter | HEK293 lucGAA850 FXN promoter luciferase reporter, 24 h; percent of 10 µM SAHA response | 0.56% of 360,000 active | AID 540364 | activation, % at 6 µM;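 active = activation above the average of all compounds screened plus 3 SD, cutoff fixed separately per campaign, cut at about 7.5% in these data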;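 note: 0% = DMSO wells and 100% = 10 µM SAHA wells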
ssDAF-12 act: activates DAF-12 receptor from parasite S. stercoralis | HEK293 ssDAF-12/GRIP1 lit1-tk-luc reporter, luminescence; % of 3 µM dafachronic acid response | activation, % at 6.8 µM | 1% of 370,000 active | AID 652126;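 active = activation above the mean over all tested compounds plus 3 SD, cut at about 0.9% in these data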;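 note: 0% = DMSO-only wells and 100% = 3 µM delta7-dafachronic acid wells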
GC-A act: GC-A (human) enzyme activation | P16066 | HEK293 GC-A cells, cGMP TR-FRET, EC30 ANP; 0% at EC30 ANP, 100% saturating ANP | activation, % at 10 µM | 0.14% of 370,000 active | AID 1671463; in the data active = activation above about 40%
DAX1 inh-2: blocks DAX1 repression of SF-1 activated StAR promoter; HEK293T StAR-luciferase reporter, SF-1/DAX-1 repression relief; inhibition, % at 6.8 µM; 1.1% of 370,000 active; AID 652010;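 active = inhibition above the mean over all tested compounds plus 3 SD, cut at about 3.6% in these data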;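 note: 0% = DAX-1 cells with DMSO and 100% = cells lacking DAX-1 with DMSO; higher inhibition means more luminescence from relief of DAX-1 repression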
hgDAF-12 ag: hgDAF-12 agonism, primary luciferase screen; HEK293 GAL4-hgDAF12 UAS-luciferase reporter, agonist luminescence; normalized to butyrate control; activation, % at 6.8 µM; 1.8% of 370,000 active; AID 687014;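 active = activation above a cutoff set at the mean of all screened compounds plus 3 SD, cut at about 10% in these data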;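 note: 0% = DMSO wells and 100% = sodium butyrate wells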
SMARCA2 act: SMARCA2 function activation, primary screen. MG213 cells, MMTV-luciferase reporter, dexamethasone, overnight. activation, % at 9.1 µM. 1% of 370,000 active. AID 652017; in the data active = activation above about 7.8%;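 note: 0% = vehicle wells and 100% = reference activator wells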
hcDAF12 agonist: H. contortus DAF-12 activation, primary screen. HEK293 hcDAF-12 lit1-tk-luc reporter, luminescence; 0% DMSO, 100% Δ7-dafachronic acid. activation, % at 6.8 µM. 1.4% of 370,000 active. AID 652067;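 active = activation above the mean of all tested compounds plus 3 SD, cut at about 5.5% in these data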;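 note: 100% = response to 3 µM Δ7-dafachronic acid high control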
ADAM10 inh: inhibitors of human ADAM10; O14672; recombinant ADAM10, EDANS/DABCYL FRET peptide cleavage, 3 h; inhibition, % at 7 µM; 0.62% of 370,000 active; AID 720582;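 active = inhibition above a per-campaign cutoff equal to the mean of compounds falling between control-based bounds plus 3 SD, cut at about 20% in these data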;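 note: 0% = DMSO wells while the 100% control is not disclosed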
The depositor's hits bear a star; / = no result given. Hits appear at their usual frequency; 6.8% or so of the library scored in one or more.

SMILES	PG9 binder	ADAM17 inh	DAX1 inh-1	FXN GAA850 act	ssDAF-12 act	GC-A act	DAX1 inh-2	hgDAF-12 ag	SMARCA2 act	hcDAF12 agonist	ADAM10 inh
CCCSc1nnc(CSc2nc3ccccc3s2)n1-c1ccccc1	-1.6	4.2	-0.9	1.5	-0.8	-6.6	-1.8	-2.2	-4.9	-2.1	6.7
Cc1cc(-c2nnc(CCC(=O)NCc3ccc(F)c(F)c3)o2)no1	-0.4	0.4	4.3*	0.3	1.9*	-0.7	0.2	2.6	-1.0	0.1	0.7
Cc1ccc(-c2nn(C)c(=O)c3ccccc23)cc1CN1CCOCC1	1.7	-1.7	0.6	-0.3	-1.0	6.2	-0.5	-1.4	-7.2	-1.2	-3.5
Cc1ccc2nc(NC(=O)CCNS(=O)(=O)c3cccs3)sc2c1	-0.2	1.2	0.0	2.8	-1.2	-25.0	0.7	2.2	-0.6	0.1	7.9
CN(C)c1ccc(N2C(=NC(=O)C3CCCO3)SC3CS(=O)(=O)CC32)cc1 (stereo not given)	-1.0	-2.2	-0.6	0.2	-0.9	2.6	-0.2	4.2	-1.7	1.5	-1.1
CCOC(=O)Cn1cc(C(=O)c2ccco2)c2ccccc21	-1.0	2.5	-1.9	-3.0	-1.4	4.9	0.6	-0.9	2.4	-1.5	-16.1
CC(=O)CC[C@H]1CC[C@]2(CCCN(Cc3nccn3C)C2)O1	/	-2.8	/	/	-1.2	0.7	0.8	-2.6	-1.0	0.2	-8.2
O=C(Nc1nc2ccccc2[nH]1)c1ccc(OC(F)F)cc1	0.6	-4.1	-2.0	-1.3	-0.3	1.2	0.6	11.0*	1.9	2.7	-1.2
CC(=O)c1cnc(-c2cccc(Cl)c2)s1	1.8	-5.0	2.7	2.8	-0.4	4.4	1.6	4.4	3.2	2.6	-7.0
O=C(COc1ccc(S(=O)(=O)NC2CCCC2)cc1)N1CCCCCC1	2.2	3.8	-0.2	0.1	-0.7	-1.2	-0.3	0.3	-5.0	-1.1	6.7
O=C(NCc1ccccc1F)C1CCCN1C(=O)Nc1cccc(F)c1 (stereo not given)	-0.1	1.1	0.0	1.3	-1.2	0.1	-0.1	-0.1	1.2	-1.2	3.2
O=S(=O)(NC(=S)NC1CCCCC1)c1ccccc1	-0.5	-1.1	0.4	1.8	-0.5	1.1	0.8	1.1	-3.2	-1.1	-3.2
O=C(c1ccccn1)c1conc1C(=O)c1ccc(Br)cc1	-0.9	-2.9	0.6	-1.1	-1.2	0.7	-0.4	-1.0	-1.4	-1.7	-6.6
Cc1ccc(-c2noc(CN(C(=O)Cc3ccccc3)C(C)C)n2)cc1	-1.6	-3.9	-1.4	1.1	-2.0	-1.9	-0.6	-3.1	0.2	-1.5	3.8
CCC(=O)c1ccccc1OCCCCn1cncn1	-0.6	-3.4	0.7	2.0	-0.9	6.1	0.1	2.2	-1.7	1.8	-3.2
O=C(CSc1n[nH]c(=O)[nH]c1=O)Nc1ccc2c(c1)C(=O)c1ccccc1C2=O	-2.5	-1.2	0.5	1.6	-0.2	-5.0	-0.5	3.2	0.6	2.2	0.8
CC1=N/C(=C\c2ccc([N+](=O)[O-])cc2)C(=O)N1c1cc(Cl)ccc1C	-1.4	-1.4	0.6	-1.0	-1.2	-0.8	-0.8	1.4	-2.6	-0.7	3.1
O=C(COC(=O)/C=C/c1cccc(Cl)c1)Nc1ccc2[nH]c(=O)[nH]c2c1	0.6	-8.2	-0.7	-0.8	-1.5	-1.7	-2.4	0.6	-0.4	-1.5	-0.8
OC(c1ccccc1)c1nc(-c2csc3ccccc23)cs1 (stereo not given)	0.8	16.4*	/	1.3	-0.5	-2.5	0.3	4.2	-0.9	-1.2	33.1*
CCN(CC)C(=O)C1=C(C)N(CCC2=CCCCC2)C(=O)C(CC(=O)NCCc2ccccn2)C1 (stereo not given)	-1.0	4.4	2.7	0.5	-1.6	-0.7	1.3	1.4	-0.2	1.0	2.4
Cc1ccccc1C#CC1=CC(=O)CC(C)(C)C1	-0.1	2.5	-0.1	-0.7	-1.0	10.2	0.0	-1.1	9.9*	-2.6	4.5
CC(C)CCn1c(=O)c2ccccc2n2c(CN(C)Cc3ccccc3)nnc12	-0.3	-2.2	-1.6	-0.1	-1.2	0.0	-1.2	-2.4	0.7	1.0	-1.8
Nc1ncnc2c1ncn2[C@@H]1O[C@H](C(=O)N2CCC[C@@H]2C(=O)OCc2ccccc2)[C@@H](O)[C@H]1O	-2.0	2.0	/	/	-1.1	-0.1	-1.0	11.6*	-5.7	-1.1	-6.8
COc1ccc(-c2n[nH]c3c2CN(C(=O)c2ccc(OC)c(OC)c2)CC3)cc1	-1.0	-3.0	-1.7	-2.8	-1.4	5.4	-1.4	1.6	-1.0	-3.1	-2.8
COc1ccccc1NC(=O)c1ccc2nc(-c3ccccc3)c(-c3ccccc3)nc2c1	-0.8	-3.2	2.2	-1.6	-1.1	1.8	0.4	0.9	-2.0	0.0	-7.4

The final 2 entries of the section above come first, to join the parts:
SMILES	PG9 binder	ADAM17 inh	DAX1 inh-1	FXN GAA850 act	ssDAF-12 act	GC-A act	DAX1 inh-2	hgDAF-12 ag	SMARCA2 act	hcDAF12 agonist	ADAM10 inh
COc1ccc(-c2n[nH]c3c2CN(C(=O)c2ccc(OC)c(OC)c2)CC3)cc1	-1.0	-3.0	-1.7	-2.8	-1.4	5.4	-1.4	1.6	-1.0	-3.1	-2.8
COc1ccccc1NC(=O)c1ccc2nc(-c3ccccc3)c(-c3ccccc3)nc2c1	-0.8	-3.2	2.2	-1.6	-1.1	1.8	0.4	0.9	-2.0	0.0	-7.4
C/C(=N\NC(=O)c1c(C)nc2ccccn12)c1ccc(O)cc1O	-5.7	-2.2	-0.7	-3.7	-1.8	-0.8	-0.7	-2.1	1.3	0.2	-0.9
Cc1ccc(NC(=O)C(=O)NCC2CCCN2S(=O)(=O)c2cccs2)c(C)c1 (stereo not given)	-0.3	-1.5	-1.2	2.6	-1.4	1.9	-1.2	2.0	-0.3	-3.1	-4.2
CCCc1[nH]nc2c1C(c1cccc(OC(=O)c3ccco3)c1)C(C#N)=C(N)O2 (stereo not given)	0.4	-2.9	1.2	0.4	-2.0	-6.9	-0.6	0.1	-2.3	-2.1	0.9
COc1ccc(CNc2nc(-c3ccccc3)nn2C(=O)c2ccc([N+](=O)[O-])cc2)cc1	0.0	-1.2	0.0	4.7	-0.8	-1.1	0.8	5.7	3.2	1.0	-0.6
CNC(=O)[C@H]1O[C@@H](n2cnc3c(NCc4cccc(I)c4)ncnc32)[C@H](O)[C@@H]1O	-0.4	7.4	0.0	4.5	-1.8	7.1	0.7	-0.3	-6.8	-4.0	13.4
CN(C)c1ccc(C(CNS(=O)(=O)c2ccc([N+](=O)[O-])cc2)N2CCOCC2)cc1 (stereo not given)	-4.2	3.7	-0.9	3.4	-0.9	-2.0	0.8	-0.2	1.4	0.2	6.6
O=C(NCc1ccccc1)c1onc(CSc2ccc(F)cc2)c1C(=O)NCCCN1CCOCC1	-0.7	0.4	1.8	1.0	-1.8	4.8	0.0	-1.3	0.8	-1.0	-1.4
Cn1cccc1/C=C1\SC(=S)N(CC(=O)O)C1=O	-7.2	3.6	0.3	-0.6	-0.8	-6.1	0.2	-1.2	-2.8	2.0	6.8
O=C(Nc1ccc([N+](=O)[O-])cc1)c1ccc(S(=O)(=O)N2CCCC2)cc1	-2.5	-0.9	-1.9	-1.1	-1.6	0.6	-0.3	-3.0	1.7	-2.7	2.0
CC(C)C[C@H]1CN([C@@H](CC(C)C)CN2CCC[C@@H]2CN2C(=O)C(=O)NC[C@@H]2Cc2ccccc2)C(=O)C(=O)N1CC1CCCCC1	-3.0	-2.7	-0.7	0.1	-1.0	2.5	-1.0	7.4	-0.8	-1.4	-2.9
Cc1cccc(C)c1NC(=O)Cn1nnc(-c2ccc(N3CCOCC3)cc2)n1	3.7	4.2	-0.9	1.4	-1.5	2.4	0.0	1.2	0.9	0.5	2.7
O=c1[nH]c(-c2ccccc2F)nc2c1sc(=S)n2Cc1ccccc1	-3.0	0.3	-0.1	0.5	-1.4	2.2	-0.3	-1.6	-0.8	-1.1	4.7
CC(C)(C)NC(=O)c1ccccc1NC(=O)C1CC(=O)N(C2CCCCC2)C1 (stereo not given)	-0.1	-4.0	0.1	-0.5	-1.1	1.8	0.3	0.3	2.3	-1.1	-3.6
COc1cc(CNc2ncnc3c2ncn3[C@H]2CN(Cc3ccc(-c4ccccc4)cc3)C[C@@H](CO)O2)cc(OC)c1OC	-2.2	6.4	/	-3.0	-2.3	-5.0	-5.0	-9.3	-5.8	-2.7	16.9
CCn1ccnc1CN1CCN(CCC(C)C)C(CCO)C1 (stereo not given)	-0.7	-0.5	-2.0	-0.7	-1.0	-0.5	0.5	-2.8	-1.0	3.0	-5.3
CCOC(=O)c1c(C)[nH]c(C(=O)OCC(=O)N2CCCC2=O)c1C	-1.1	0.5	3.5	2.1	-0.7	3.4	1.8	3.9	6.0	0.5	-11.2
CCOc1ccc(OCC)c(NC(=O)CN(c2ccc(C)cc2)S(=O)(=O)c2c(C)noc2C)c1	-1.1	-3.6	-0.6	0.5	-1.0	-3.6	0.0	0.5	-2.4	-1.5	5.3
CCCNC(=O)c1ccc2c(=O)c(O)c(-c3ccc(Cl)c([N+](=O)[O-])c3)[nH]c2c1	-2.2	-20.4	-0.6	0.8	-1.6	-3.3	0.9	0.9	0.8	-2.5	-61.8
COCC(=O)N1CCCC(C)(C(=O)Nc2cccc(Oc3ccccc3)c2)C1 (stereo not given)	0.1	-3.6	/	-0.2	-1.7	0.2	-0.2	1.8	-0.8	1.9	-5.4

ADAM10 inh, hit marks shown above.
compound	PG9 binder	ADAM17 inh	DAX1 inh-1	ssDAF-12 act	GC-A act	DAX1 inh-2	SMARCA2 act	hcDAF12 agonist	ADAM10 inh
OC(c1ccccc1)c1nc(-c2csc3ccccc23)cs1 (stereo not given)	0.8	16.4*	/	-0.5	-2.5	0.3	-0.9	-1.2	33.1*

Molecules shown so far that have an aryl thioether with sulfur outside any ring, in the order listed:
SMILES	PG9 binder	ADAM17 inh	DAX1 inh-1	FXN GAA850 act	ssDAF-12 act	GC-A act	DAX1 inh-2	hgDAF-12 ag	SMARCA2 act	hcDAF12 agonist	ADAM10 inh
CCCSc1nnc(CSc2nc3ccccc3s2)n1-c1ccccc1	-1.6	4.2	-0.9	1.5	-0.8	-6.6	-1.8	-2.2	-4.9	-2.1	6.7
O=C(CSc1n[nH]c(=O)[nH]c1=O)Nc1ccc2c(c1)C(=O)c1ccccc1C2=O	-2.5	-1.2	0.5	1.6	-0.2	-5.0	-0.5	3.2	0.6	2.2	0.8
O=C(NCc1ccccc1)c1onc(CSc2ccc(F)cc2)c1C(=O)NCCCN1CCOCC1	-0.7	0.4	1.8	1.0	-1.8	4.8	0.0	-1.3	0.8	-1.0	-1.4
